U2OS ROS induce: ROS inducers in U2OS cancer cells, primary screen, cell-based, H2DCF-DA fluorescence. ROS induction (% of piperlongumine), % at 10 µM. U2OS ROS induction. 2% of 46,000 active; in the data active = ROS induction above about 79%, passing the limit was not always enough;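 note: 0% = DMSO vehicle median and 100% = reference compound median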
* = called active by the depositor.

A first look:
SMILES | U2OS ROS induce
C[C@@H]1CN([C@@H](C)CO)C(=O)c2cc(NC(=O)Cc3ccccc3)ccc2O[C@H]1CN(C)C(=O)Nc1ccc2c(c1)OCO2 | -8
Cc1ccc(S(=O)(=O)Nc2cc(S(=O)(=O)c3ccc(C)cc3)c(O)c3ccccc23)cc1 | -23
C[C@H](CO)N1C[C@H](C)[C@@H](CN(C)C(=O)Nc2cccc3ccccc23)Oc2c(cccc2N(C)C)C1=O | -7
COc1cccc(NC2=C(C#N)C(=O)NC(c3cccc(OC)c3O)S2)c1 (stereo unspecified) | -6
O=C(CCCCCC(=O)N/N=C/c1ccc([N+](=O)[O-])c(O)c1)NO | 9
C[C@@H]1CN([C@@H](C)CO)C(=O)c2cccc(NS(=O)(=O)c3ccccc3)c2O[C@@H]1CN(C)C(=O)Nc1ccccc1 | 25

Main list, from the start:
SMILES | U2OS ROS induce
C[C@@H]1CN([C@@H](C)CO)C(=O)c2cc(NC(=O)Cc3ccccc3)ccc2O[C@H]1CN(C)C(=O)Nc1ccc2c(c1)OCO2 | -8
Cc1ccc(S(=O)(=O)Nc2cc(S(=O)(=O)c3ccc(C)cc3)c(O)c3ccccc23)cc1 | -23
C[C@H](CO)N1C[C@H](C)[C@@H](CN(C)C(=O)Nc2cccc3ccccc23)Oc2c(cccc2N(C)C)C1=O | -7
COc1cccc(NC2=C(C#N)C(=O)NC(c3cccc(OC)c3O)S2)c1 (stereo unspecified) | -6
O=C(CCCCCC(=O)N/N=C/c1ccc([N+](=O)[O-])c(O)c1)NO | 9
C[C@@H]1CN([C@@H](C)CO)C(=O)c2cccc(NS(=O)(=O)c3ccccc3)c2O[C@@H]1CN(C)C(=O)Nc1ccccc1 | 25
COc1ccc(CN(C)C[C@@H]2Oc3ccc(NC(=O)Nc4ccc(F)cc4)cc3CC(=O)N([C@H](C)CO)C[C@@H]2C)cc1 | 9
C[C@@H]1CN([C@H](C)CO)C(=O)c2cc(NS(C)(=O)=O)ccc2O[C@H]1CN(C)C(=O)Nc1ccc(C(F)(F)F)cc1 | -9
C[C@@H]1CN([C@@H](C)CO)C(=O)c2cc(NS(=O)(=O)c3ccccc3)ccc2O[C@H]1CN(C)Cc1ccncc1 | 0
CNC[C@@H]1OCCCC[C@@H](C)Oc2ccc(NC(=O)CCC(F)(F)F)cc2C(=O)N([C@H](C)CO)C[C@@H]1C | -4
CC(=O)N[C@@H](Cc1ccccc1)C(=O)NN | 17
Cc1ccc(S(=O)(=O)N(C)C[C@H]2Oc3ccc(NC(=O)Cn4cnnn4)cc3CC(=O)N([C@H](C)CO)C[C@H]2C)cc1 | -5
C[C@H](CO)N1C[C@H](C)[C@@H](CN(C)C(=O)NC2CCCCC2)Oc2c(NC(=O)NC3CCCCC3)cccc2C1=O | 7
COCCOC(=O)N1C(=O)[C@@]2(c3cc(C#CC4(O)CCCCCC4)ccc31)[C@H](C(=O)N1CCN(c3ncccn3)CC1)[C@H]1C(=O)O[C@H](c3ccccc3)[C@H](c3ccccc3)N1[C@@H]2c1ccc(O)cc1 | 17
COC(=O)c1ccc(CSc2nc3ccncc3[nH]2)cc1 | -4
C[C@H](CO)N1C[C@H](C)[C@@H](CN(C)Cc2ccc(Oc3ccccc3)cc2)Oc2ccc(NC(=O)Cc3ccccc3)cc2C1=O | 138*
C[C@H]1CN([C@@H](C)CO)C(=O)c2cccc(NC(=O)c3ccc(-c4nccs4)cc3)c2O[C@@H]1CN(C)C(=O)Nc1ccccc1 | 0
C[C@@H]1CN([C@@H](C)CO)C(=O)c2cccc(NC(=O)NC3CCCCC3)c2O[C@H]1CN(C)Cc1ccc(C(F)(F)F)cc1 | 2
C[C@@H]1CN([C@@H](C)CO)C(=O)CCCn2cc(nn2)CO[C@@H]1CN(C)C(=O)Nc1cccc(C(F)(F)F)c1 | 13
CC(C)NC(=O)N(C)C[C@@H]1Oc2ccc(NC(=O)c3ccncc3)cc2CC(=O)N([C@@H](C)CO)C[C@@H]1C | -2
C[C@H](CO)N1C[C@H](C)[C@H](CN(C)Cc2cccnc2)OCc2cn(nn2)CCCC1=O | 13
O=C(NC(=S)Nc1ccc(Cl)c(C(=O)O)c1)c1cccc(COc2ccccc2)c1 | 27
Cc1noc(C)c1NC(=O)N(C)C[C@H]1Oc2ccc(NC(=O)C3CC3)cc2C(=O)N([C@H](C)CO)C[C@H]1C | -6
C[C@@H]1CN([C@@H](C)CO)C(=O)c2cc(NC(=O)C3CCCCC3)ccc2O[C@H]1CN(C)Cc1ccc(C(=O)O)cc1 | -6
CCCCn1c(C(F)(F)F)nc2c(=O)oc3ccccc3c21 | -3
COCCSc1nnc(NC(=O)c2sc3ccccc3c2Cl)s1 | 33
C[C@H]1CN([C@@H](C)CO)C(=O)c2cccc(NC(=O)C3CC3)c2O[C@@H]1CN(C)Cc1ccc(-c2ccccc2)cc1 | -1
Cc1ccc(C)c(NC(=O)CSc2nnc(-c3ccc(N)cc3)n2C)c1 | -30
COc1ccc(-c2coc3cc(O[C@@H]4O[C@H](CO)[C@@H](O)[C@H](O)[C@H]4O)ccc3c2=O)cc1 | -8
COc1ccc(N2C(=S)SC3CS(=O)(=O)CC32C)cc1 (stereo unspecified) | -15
C[C@@H]1CN([C@H](C)CO)C(=O)Cc2cc(NC(=O)NC3CCCCC3)ccc2O[C@@H]1CN(C)C(=O)Nc1ccccc1 | -4
C[C@@H]1CCCCO[C@H](CN(C)C(=O)Nc2ccc(F)cc2)[C@@H](C)CN([C@H](C)CO)C(=O)c2cc(NS(=O)(=O)c3cccs3)ccc2O1 | 5
Cc1noc(C)c1NC(=O)N(C)C[C@@H]1Oc2ccc(NS(=O)(=O)c3ccccc3)cc2CC(=O)N([C@H](C)CO)C[C@@H]1C | 4
C[C@@H]1CN([C@H](C)CO)C(=O)Cc2cc(NC(=O)Nc3ccc(F)cc3)ccc2O[C@@H]1CN(C)C(=O)Nc1ccc(F)cc1 | -9
C[C@@H]1CN([C@H](C)CO)C(=O)c2cc(NS(=O)(=O)c3ccccc3)ccc2O[C@@H]1CN(C)C(=O)NC1CCCCC1 | -4
COc1ccc(NC(=O)Nc2cccc3c2O[C@@H](CN(C)Cc2ccc(C(=O)O)cc2)[C@@H](C)CN([C@@H](C)CO)C3=O)cc1 | 2
CCc1cc(-c2[nH]ncc2-c2nc(C)cs2)c(O)cc1OC(C)C(=O)NN (stereo unspecified) | 31
COc1cccc(OC)c1C(=O)N1CCN(C(=O)COc2ccc(Cl)cc2)CC1 | -4
O=C(CC1C(=O)N(c2ccc(F)cc2)C(=S)N1CCN1CCOCC1)Nc1ccc(F)cc1 (stereo unspecified) | 0
CC(O)c1ccc2ccccc2c1 (stereo unspecified) | 17

Reprinted from the listing, 2 compounds:
SMILES | U2OS ROS induce
C[C@@H]1CN([C@H](C)CO)C(=O)Cc2cc(NC(=O)Nc3ccc(F)cc3)ccc2O[C@@H]1CN(C)C(=O)Nc1ccc(F)cc1 | -9
C[C@@H]1CN([C@H](C)CO)C(=O)c2cc(NS(=O)(=O)c3ccccc3)ccc2O[C@@H]1CN(C)C(=O)NC1CCCCC1 | -4

The list goes on:
SMILES | U2OS ROS induce
CCOC(=O)c1ccc(C(=S)N2CCCC2)cc1 | 2
C[C@@H]1CN([C@H](C)CO)C(=O)c2cc(NC(=O)NC3CCCCC3)ccc2O[C@@H]1CN(C)S(=O)(=O)c1cn(C)cn1 | -7
COc1ccccc1-c1coc2cc(OCc3ccc(C)cc3)ccc2c1=O | -1
O=C(CCCCC(=O)N/N=C/c1cc(O)ccc1O)NO | -3
CCc1ccc(S(=O)(=O)NCc2cn3ccccc3n2)s1 | 9
C[C@H](CO)N1C[C@H](C)[C@H](CN(C)C(=O)Nc2cccc3ccccc23)Oc2ccc(NC(=O)Cc3ccccc3)cc2C1=O | 1
Cc1ccccc1S(=O)(=O)N(C)C[C@@H]1OCc2cnnn2CCCC(=O)N([C@@H](C)CO)C[C@H]1C | 3
COc1ccc(NC(=O)N(C)C[C@H]2OCc3cnnn3CCCC(=O)N([C@@H](C)CO)C[C@@H]2C)c(OC)c1 | 3
CCCCNC(=O)NS(=O)(=O)c1ccc(C)cc1 | 43
Cc1ccc(S(=O)(=O)N(C)CC(=O)Nc2ccc(Br)cc2C)cc1 | -2
COC(=O)CCCCCCC(=O)N/N=C/c1cccc(O)c1 | 6
Cc1ccc(C(=O)NCCNc2ccccc2[N+](=O)[O-])cc1 | -2
Cc1ccc(CN(C)C[C@H]2OCc3cn(nn3)CCCC(=O)N([C@H](C)CO)C[C@@H]2C)cc1 | 8
Cc1oc(C(C)(C)C)cc1-c1cc(N)n(-c2ccc(S(N)(=O)=O)cc2)n1 | 8
C[C@@H]1CCCCO[C@H](CN(C)Cc2ccc(C(F)(F)F)cc2)[C@@H](C)CN([C@H](C)CO)C(=O)c2cc(NC(=O)CCC(F)(F)F)ccc2O1 | 9
C[C@@H]1CN([C@@H](C)CO)C(=O)c2cc(N(C)C)ccc2O[C@H]1CN(C)S(=O)(=O)c1ccccc1 | -2
C[C@@H]1CN([C@@H](C)CO)C(=O)CCCn2nncc2CO[C@@H]1CN(C)C(=O)c1ccccc1 | -19
Cc1cc(C(=O)Nc2cccc3c2O[C@H](CN(C)CC2CC2)[C@@H](C)CN([C@H](C)CO)C3=O)n(C)n1 | 5
CC(C)C(=O)Nc1cccc(-c2nc3ncccc3o2)c1 | -6
CS(=O)(=O)N(CC(=O)NC1CC2CCC1C2)c1cccc(C(F)(F)F)c1 (stereo unspecified) | -4
C[C@H](CO)N1C[C@H](C)[C@@H](CN(C)C(=O)Nc2ccc(C(F)(F)F)cc2)Oc2ccc(NC(=O)Nc3ccc4c(c3)OCO4)cc2C1=O | 35
C[C@@H]1CN([C@H](C)CO)C(=O)c2cccc(NS(=O)(=O)c3cccs3)c2O[C@@H]1CN(C)S(C)(=O)=O | -15
O=C(N/N=C/c1cccs1)c1ccccn1 | 18
C=CC(C)(O)C(O)CC1C(=C)CCC2C(C)(C(=O)O)CCCC12C (stereo unspecified) | 3
O=C(CC12CC3CC(CC(C3)C1)C2)N1CCCC1 | 0
COC(=O)c1cc(NC(=O)COc2ccccc2C)cc(C(=O)OC)c1 | -5
C[C@H]1CN([C@@H](C)CO)C(=O)c2cc(NS(=O)(=O)c3ccc(F)cc3)ccc2O[C@H]1CN(C)Cc1ccc(Cl)c(Cl)c1 | 6
C[C@H]1CN([C@@H](C)CO)C(=O)c2cccc(NC(=O)c3ccc(-c4nccs4)cc3)c2O[C@H]1CN(C)Cc1ccc(Cl)c(Cl)c1 | 72
O=C1O[C@H](c2ccccc2)[C@H](c2ccccc2)N2[C@H]1[C@@H](C(=O)N1CCN(c3ncccn3)CC1)[C@]1(C(=O)Nc3ccc(C#CCCO)cc31)[C@H]2c1ccc(O)cc1 | -11
COc1ccc(-c2cc(C(F)(F)F)c(C#N)c(SCCCn3c(=O)[nH]c4ccccc43)n2)cc1 | 34
COc1ccccc1NC(=O)N(C)C[C@@H]1OCc2cn(nn2)CCCC(=O)N([C@H](C)CO)C[C@@H]1C | 6
O=C(CCN1CCCCC1)N1N=C(c2ccc(Cl)cc2)CC1c1ccco1 (stereo unspecified) | 4
CNC[C@@H]1Oc2ncc(-c3ccccc3)cc2C(=O)N([C@H](C)CO)C[C@@H]1C | -7
CC(C)c1cc(=O)n2c([nH]c3ccccc32)c1C#N | -15
COC1CC(O[C@H]2CC[C@]3(C)C4CC[C@@]5(C)C(=O)[C@]4(CC[C@@H]3C2)CC[C@@H]5C2=CC(=O)OC2)OC(C)C1OC1OC(COC2OC(CO)C(O)C(O)C2O)C(O)C(O)C1O (stereo partly specified) | -6
C[C@@H]1CN([C@@H](C)CO)C(=O)c2cccc(NC(=O)C3CCOCC3)c2O[C@@H]1CN(C)S(=O)(=O)c1ccc(Cl)cc1 | -13
COC(=O)N(C)C[C@@H]1OCc2cn(nn2)CCCC(=O)N([C@@H](C)CO)C[C@H]1C | -9
C[C@H](CO)N1C[C@H](C)[C@H](CN(C)C(=O)NC2CCCCC2)Oc2ccc(NC(=O)Cn3cnnn3)cc2CC1=O | -7
C[C@@H]1CN([C@H](C)CO)C(=O)CCCn2cc(nn2)CO[C@@H]1CN(C)C(=O)c1ccncc1 | -11
O=C1CC(c2ccc(O)cc2)Oc2ccccc21 (stereo unspecified) | -13
O=C(NCCCc1ccccc1)N1c2ccccc2Sc2ccccc21 | 52
COc1ccc(C2CC(C(F)(F)F)n3ncc(C(=O)Nc4sc5c(c4C#N)CCC(C)C5)c3N2)cc1OC (stereo unspecified) | -6
CCOc1cc(CC(=O)N[C@@H](CC(C)C)c2ccccc2N2CCCCC2)ccc1C(=O)O | 3
COC(=O)N(C)C[C@@H]1OCc2cnnn2CCCC(=O)N([C@H](C)CO)C[C@H]1C | 2
Cc1cc(C(=O)O)c(C)n1-c1cc(C(F)(F)F)cc(C(F)(F)F)c1 | -8
CCc1ccc(NC(=O)Cn2ncn3cccc3c2=O)cc1 | -8
C[C@@H]1CN([C@@H](C)CO)C(=O)c2cc(NC(=O)Nc3ccc4c(c3)OCO4)ccc2O[C@H]1CN(C)C(=O)Nc1ccccc1 | 0
COCCOC(=O)N1C(=O)[C@@]2(c3ccccc31)[C@H](c1ccc(O)cc1)N1[C@H](c3ccccc3)[C@H](c3ccccc3)OC(=O)[C@H]1[C@@H]2C(=O)NC[C@H](O)c1ccccc1 | 10
COc1ccc(C#Cc2ccc3c(c2)[C@]2(C(=O)N3)[C@H](c3ccc(OCCO)cc3)N3[C@H](c4ccccc4)[C@H](c4ccccc4)OC(=O)[C@H]3[C@@H]2C(N)=O)cc1 | 1
CCOC(=O)c1ccc(NC(=O)c2ccco2)cc1 | -13

Screening results as filed in PubChem BioAssay.

Only part of the results is shown; the hit share may differ from the screen's.
